From PubChem
HTRA1 inhibitor: HTRA1 serine protease inhibitors, primary screen, biochemical, fluorescence polarization, HTS. Q92743. recombinant HTRA1, FP-rhodamine activity-based probe. inhibition, % at 5.96 µM. 0.5% of 340,000 active; in the data active = inhibition above about 36%;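 note: 0% = enzyme with DMSO and 100% = wells lacking enzyme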
GC-B act: human GC-B receptor activators, primary screen, HEK293 GC-B cells, cGMP TR-FRET, EC30 CNP; 0.11% of 370,000 active; AID 1920062, 2024; Atrial natriuretic peptide receptor 2 (Homo sapiens), P20594; activation, % at 10 µM; 0% at EC30 CNP, 100% saturating CNP;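 active = activation at 10 µM reaching about 35% in either raw or pattern-adjusted values, limit read from the data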
rCAG binder: binders of r(CAG) RNA repeats, primary screen, biochemical, fluorescence; 1.3% of 370,000 active; inhibition, % at 3 µM; AID 651821, 2012; r(CAG) RNA repeat, TO-PRO-1 dye displacement fluorescence;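 active = inhibition above the plate cutoff, the mean of all test compounds on that plate plus 3 SD, cut at about 35% in these data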;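 note: 0% = DMSO alone and 100% = 100 µM mitoxantrone as full dye displacement; higher means more dye released from RNA so lower well fluorescence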
SMARCA2 act: SMARCA2 (BRM) function activators, primary screen, cell-based, luminescence, high throughput | MG213 cells, MMTV-luciferase reporter, dexamethasone, overnight | activation, % at 9.1 µM | 1% of 370,000 active; in the data active = activation above about 7.8%;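 note: 0% = vehicle wells and 100% = reference activator wells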
mABHD4 FP: ABHD4 inhibitors, primary screen, biochemical, fluorescence polarization, mouse; (Lyso)-N-acylphosphatidylethanolamine lipase (Mus musculus), Q8VD66; purified mABHD4, FP-Rh probe fluorescence polarization; inhibition, % at 8.92 µM; 0.54% of 370,000 active;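 active = inhibition exceeding the mean over every tested compound plus 3 SD, cut at about 30% in these data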;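 note: 0% = plate median of compound wells and 100% = S159A mutant with DMSO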
Target sequence (Q8VD66 whole entry, looked up): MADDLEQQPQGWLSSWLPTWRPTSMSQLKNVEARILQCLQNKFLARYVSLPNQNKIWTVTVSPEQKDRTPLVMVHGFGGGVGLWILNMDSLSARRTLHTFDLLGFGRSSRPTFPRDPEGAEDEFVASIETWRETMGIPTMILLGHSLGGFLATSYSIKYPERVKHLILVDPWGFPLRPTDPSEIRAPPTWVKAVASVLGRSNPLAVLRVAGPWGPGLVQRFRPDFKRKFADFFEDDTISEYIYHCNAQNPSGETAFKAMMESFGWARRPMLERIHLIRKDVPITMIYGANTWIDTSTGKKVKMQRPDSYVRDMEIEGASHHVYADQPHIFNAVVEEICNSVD
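system = mouse ABHD4 enzyme, wild type | medium = HEPES pH 7.0, NaCl, Pluronic buffer | also added = FP-Rh probe | incubation = Enzyme–compound pre-incubation 45 min, then probe 60 min, both 25 °C | technique = fluorescence polarization, excitation 525 nm, emission 598 nm, BODIPY TMR filters | controls = S159A mutant high control, sample median low control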
ASAP1 GAP inh: inhibitors of human ASAP1 ArfGAP activity, primary screen, biochemical, fluorescence polarization. Arf-GAP with SH3 domain, ANK repeat and PH domain-containing protein 1 (Homo sapiens), …. ASAP1-stimulated ARF1 GTP hydrolysis, GDP FP detection. inhibition, % at 16.5 µM. 0.19% of 360,000 active; in the data active = inhibition above about 25%;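 note: 0% = vehicle with enzyme and substrate and 100% = no enzyme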
ARFGAP1 inhibitor: inhibitors of rat ARFGAP1 GAP activity, primary screen, biochemical, fluorescence polarization, GDP tracer; 0.26% of 360,000 active; ADP-ribosylation factor GTPase-activating protein 1 (Rattus norvegicus), Q62848; inhibition, % at 16.5 µM; Arfgap1-stimulated ARF1 GTP hydrolysis, GDP FP detection;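 active = inhibition above a per-plate limit, mean inhibition of low control wells plus 3 SD, cut at about 25% in these data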;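 note: 0% = DMSO wells with enzyme and 100% = wells lacking Arfgap1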
Target sequence (Q62848 1-136 limits assumed): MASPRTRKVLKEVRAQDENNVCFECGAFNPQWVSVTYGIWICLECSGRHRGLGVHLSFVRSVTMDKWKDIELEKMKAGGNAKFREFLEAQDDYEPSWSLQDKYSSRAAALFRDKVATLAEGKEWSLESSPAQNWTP
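Repeats: one replicate per compound; assay system: rat Arfgap1 catalytic domain, aa 1-136; times: enzyme reaction 120 min at 25 °C after 20 min preincubation; detection: FP of antibody-bound GDP Alexa 633 tracer, ex 620/em 688 nm; benchmarks: high control wells lacking Arfgap1, low control full reaction with DMSO; reagent: human ARF1(Δ1-17)-GTP substrate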
Rev-erbA mod: modulators of Rev-erb alpha DNA binding, primary screen, biochemical, FITC-DNA, fluorescence polarization, uHTS; Nuclear receptor subfamily 1 group D member 1 (Homo sapiens), P20393; Rev-erbα–FITC-DNA binding, 90 min; activity, % at 10 µM; 0.79% of 370,000 active;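 active = activity above about 14%, limit read from the data; passing the limit was not always enough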;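 note: 0% = DMSO wells with 35 nM protein and 100% = DMSO wells with 750 nM protein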
Target sequence (P20393 whole entry, looked up): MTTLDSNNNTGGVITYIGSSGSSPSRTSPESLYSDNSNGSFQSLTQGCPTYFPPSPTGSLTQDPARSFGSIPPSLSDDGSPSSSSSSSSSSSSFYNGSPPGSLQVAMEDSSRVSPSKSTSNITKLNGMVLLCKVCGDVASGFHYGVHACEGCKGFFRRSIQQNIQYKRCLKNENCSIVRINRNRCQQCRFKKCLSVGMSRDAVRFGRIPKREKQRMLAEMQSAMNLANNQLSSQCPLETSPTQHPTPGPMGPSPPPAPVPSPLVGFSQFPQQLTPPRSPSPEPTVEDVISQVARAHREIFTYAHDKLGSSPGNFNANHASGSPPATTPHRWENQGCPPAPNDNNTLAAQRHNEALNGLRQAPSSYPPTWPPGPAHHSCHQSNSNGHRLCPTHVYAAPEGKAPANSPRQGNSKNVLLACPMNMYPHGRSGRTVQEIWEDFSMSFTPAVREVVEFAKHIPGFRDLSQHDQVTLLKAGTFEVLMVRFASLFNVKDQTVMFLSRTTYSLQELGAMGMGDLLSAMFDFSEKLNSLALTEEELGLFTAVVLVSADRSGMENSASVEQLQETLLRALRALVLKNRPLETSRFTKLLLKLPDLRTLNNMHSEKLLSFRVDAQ
NPR1 activator: GC-A stimulated cGMP production enhancers – HEK293 GC-A cells, cGMP TR-FRET, EC30 ANP, primary screen. Atrial natriuretic peptide receptor 1 (Homo sapiens), P16066. 0% at EC30 ANP, 100% saturating ANP. activation, % at 10 µM. 0.14% of 370,000 active. AID 1671463, 2021; in the data active = activation above about 40%
PG9 binder: binders of HIV-1 gp120 antibody PG9, primary screen, biochemical, TR-FRET | inhibition, % at 6.7 µM | AID 624416, 2012 | TR-FRET gp120-PG9 antibody binding | 0.43% of 360,000 active; in the data active = inhibition above about 8.5%
Numbers without * were called inactive; nt = not tested or not shown.

SMILES	HTRA1 inhibitor	GC-B act	rCAG binder	SMARCA2 act	mABHD4 FP	ASAP1 GAP inh	ARFGAP1 inhibitor	Rev-erbA mod	NPR1 activator	PG9 binder
CC1=C(C(=O)Nc2ccccc2C(=O)N2CCN(c3ccccc3)CC2)SCCO1	3	1	2	-3	4	6	-5	7	0	0.5
COCCCNC(=O)CC1C[C@H](C(=O)N(C(C)C)C(C)C)[C@@]2(C)c3[nH]c4ccc(OC)cc4c3CCN2C1=O (stereo partly specified)	5	-2	0	-3	2	1	0	-2	-5	0.3
Cc1nnc(SCc2cc(=O)[nH]c(Nc3nc(C)c4cc(C)c(C)cc4n3)n2)s1	nt	7	7	-1	-2	12	3	2	4	-2.9
COc1cccc(C(=O)N/N=c2\sc3ccccc3n2C)c1	2	-3	-3	1	0	-4	5	-6	1	-2.3
C/C(=N\OCc1ccc(C#N)cc1)c1ccc(S(=O)(=O)N(C)C)cc1	3	0	4	1	-1	12	-1	0	3	1.0
CCN(Cc1ccncc1)C(=S)Nc1ccc(Cl)cc1	-3	-2	1	-1	-1	-13	15	-7	2	-1.4
Cc1ccc(C(NC(=O)CN2C(=O)NC3(CCCC3)C2=O)c2ccccc2)cc1 (stereo unspecified)	-6	1	0	-3	-10	6	9	2	-1	1.8
CCc1cc2cc(C)cc(C)c2nc1SCC(=O)NNC(=O)c1ccco1	-6	2	4	0	1	3	-1	-2	-7	2.6
Nc1ccc(N2CCN(c3cccc(Cl)c3)CC2)cc1	31	-1	3	-5	12	13	17	5	5	-1.4
N=c1c(-c2nc3ccccc3[nH]2)cc(C(=O)c2ccco2)nn1-c1ccccc1	11	1	5	0	20	8	13	3	18	0.4
CC(C)N1CCN(Cc2cccn2-c2cccnc2)CC1CCO (stereo unspecified)	-2	0	1	-3	6	3	7	-5	2	-0.9
CSc1ncccc1C(=O)OCC(=O)NC1CCS(=O)(=O)C1 (stereo unspecified)	4	7	1	1	-1	-13	-7	1	-2	0.2
CC1=CCC2C(=O)N(c3nc4ccccc4n3C)C(=O)C2C1 (stereo unspecified)	1	6	1	-2	-2	-2	11	0	-2	0.2
CCCC(OC(=O)CC1Sc2ccccc2NC1=O)C(=O)NCc1ccco1 (stereo unspecified)	-3	-5	0	-3	-3	-8	2	0	-8	-0.6
Nc1cc(N)nc(SCC(=O)NCC2CCCO2)n1 (stereo unspecified)	0	2	-1	-2	-1	6	0	-4	0	1.2
Cc1nc2nc(C)c(CCC(=O)NC(C)c3ccc4c(c3)OCCO4)c(C)n2n1 (stereo unspecified)	4	-1	4	1	-3	-11	4	-3	1	-3.3
Nc1cc(C(=O)O)ccc1N1CCCCC1	24	-13	9	-1	19	-6	-6	-2	-6	1.4
CCOc1ccc(NC(=O)CCN2CCN(c3ccccc3OC)CC2)cc1	-6	nt	-9	0	6	0	8	nt	nt	-0.2
COc1cc(CNC2CCCc3ccccc32)cc(OC)c1OC (stereo unspecified)	-1	-1	-5	-1	4	-12	4	1	-3	-1.4
COP(=O)(OC)c1nc(-c2cccc3ccccc23)oc1N1CCOCC1	-1	-5	-4	0	7	-3	3	-10	-1	0.3
CC(NS(=O)(=O)/C=C/c1ccccc1)C(=O)NCCc1ccc(S(N)(=O)=O)cc1 (stereo unspecified)	-5	0	7	-1	1	-2	-7	-6	1	-1.4
CC(C)(C)c1ccc(-c2nnc(SCC(=O)Nc3ccc(S(=O)(=O)Nc4nccs4)cc3)n2-c2ccc(Cl)cc2)cc1	nt	5	61*	1	-78	nt	nt	0	-6	nt
CCOc1ccc(NC(=S)N2CCc3cc(OC)c(OC)cc3C2COc2ccc3c(C)cc(=O)oc3c2)cc1 (stereo unspecified)	-4	3	2	1	2	8	-12	0	2	-1.7
c1ccc(-n2ncc3c(NCc4ccc5c(c4)OCO5)ncnc32)cc1	-18	10	2	-2	-14	-2	-1	1	10	1.5
CN(C)C(CNC(=O)c1cccc(S(=O)(=O)NCc2ccccc2)c1)c1ccco1 (stereo unspecified)	3	3	-1	1	1	3	-2	2	3	0.1

The last three records of the section before open the next one:
SMILES	HTRA1 inhibitor	GC-B act	rCAG binder	SMARCA2 act	mABHD4 FP	ASAP1 GAP inh	ARFGAP1 inhibitor	Rev-erbA mod	NPR1 activator	PG9 binder
CCOc1ccc(NC(=S)N2CCc3cc(OC)c(OC)cc3C2COc2ccc3c(C)cc(=O)oc3c2)cc1 (stereo unspecified)	-4	3	2	1	2	8	-12	0	2	-1.7
c1ccc(-n2ncc3c(NCc4ccc5c(c4)OCO5)ncnc32)cc1	-18	10	2	-2	-14	-2	-1	1	10	1.5
CN(C)C(CNC(=O)c1cccc(S(=O)(=O)NCc2ccccc2)c1)c1ccco1 (stereo unspecified)	3	3	-1	1	1	3	-2	2	3	0.1
COC(=O)CC1SCCNC1=O (stereo unspecified)	5	0	3	-2	3	-11	16	-1	1	-1.9
FCCCOc1ccc(/C=N/OCc2ccc(Cl)cc2)cc1	-7	7	-4	0	-4	-6	-11	1	6	-0.4
Cc1cc(Cl)ccc1OC(C)C(=O)OCC(=O)Nc1ccc2[nH]c(=O)[nH]c2c1 (stereo unspecified)	7	-5	8	-1	5	4	1	3	-9	0.7
CC1CCN(S(=O)(=O)c2nnc(NC(=O)c3cccc(Cl)c3)s2)CC1	1	4	13	-2	-2	2	-5	4	4	1.3
O=C(NC(=S)Nc1ccc(N2CCOCC2)c(Cl)c1)c1cncc(Br)c1	-7	-4	0	2	-1	6	5	-1	4	-2.5
Cc1cc2c(C)nc(N/N=C/c3ccc([N+](=O)[O-])cc3)nc2o1	7	-6	1	-2	10	13	-1	-29	-3	-2.9
CCS(=O)(=O)N1CCN(C(=O)c2cccnc2)CC1	7	1	-5	-1	0	1	13	-1	0	1.4
CC(=O)C1C(c2ccccc2OC(F)F)NC(=O)NC1(O)C(F)(F)F (stereo unspecified)	-5	1	3	0	-1	-4	1	-4	-3	-1.5
CCC1CC(=O)CCN1S(=O)(=O)c1ccc(C)cc1 (stereo unspecified)	0	6	0	1	-2	-11	-1	1	3	0.8
CCN(CC(=O)Nc1ccc(NC(C)=O)cc1)C(=O)CN1C(=O)C2CCCCC2C1=O (stereo unspecified)	1	2	0	1	-1	7	7	-5	0	0.3
COC(=O)c1ccccc1NC(=O)Cc1ccccc1OC	-3	-6	-3	-1	0	9	8	1	-5	0.4
O=C(NCCc1ccccc1)c1ccc(CS(=O)(=O)c2ccc(Cl)cc2)o1	6	2	-6	-4	-2	1	18	1	-3	0.7
Cc1ccc(-c2cc(-c3ccc(F)cc3)c(C#N)c(N)n2)o1	17	13	4	0	7	-5	4	-1	10	0.1
COc1ccc(CC(=O)N(C)Cc2ccc(OC(F)F)cc2)cc1S(=O)(=O)N1CCOCC1	1	4	0	-2	-6	3	-2	-3	1	0.3
CC(=O)Nc1sc2c(c1C(c1ccccn1)N1CCN(C)CC1)CCCC2 (stereo unspecified)	-1	-4	-4	0	7	-6	9	-4	-4	-0.7
COc1nccnc1NS(=O)(=O)c1ccc(NC(=S)NC(=O)c2ccccc2)cc1	-4	5	12	-1	5	2	-7	-6	4	-0.8
Cc1cc(C)cc(C(=O)NCC(=O)OC(C)C(=O)N(C)c2ccccc2)c1 (stereo unspecified)	3	3	-4	-2	-3	-11	0	-4	-1	0.7
CC1(C)OC(=O)C(=CNNc2c(Cl)cc(Cl)cc2Cl)C(=O)O1	5	-1	-1	4	3	12	3	3	-7	-1.7
CCC(=O)c1c[nH]c(C(=O)N2CCOCC2)c1	2	3	-2	-2	0	1	-4	2	1	0.0
COC(=O)N/N=C/c1c[nH]c2ccccc12	6	-1	1	-1	2	-16	0	5	-1	-3.3
Cc1ccc(N2C(=O)C3C4C=CC(CC4)C3C2=O)cc1Cl (stereo unspecified)	0	-1	-1	0	3	-6	0	5	3	-0.2
c1ccc2c(CNCCN3CCOCC3)cccc2c1	3	3	0	0	4	3	-3	-2	1	0.6
O=C(CSc1nnc(-c2ccco2)n1-c1ccc(Cl)cc1)Nc1ccccc1-c1ccccc1	nt	-20	3	-3	-2	nt	nt	3	-18	nt
CCC(CC)CN1C(N(C)C)=NC[C@@H]1CC(C)C	-3	-13	0	1	-1	4	-1	-2	-4	0.2
Cc1nn(CC(=O)Nc2nccs2)c(C)c1[N+](=O)[O-]	7	9	-2	2	-3	-11	5	1	2	-1.4

3 compounds from above, sorted by their value in mABHD4 FP, ascending.
Structure | mABHD4 FP
Cc1cc(Cl)ccc1OC(C)C(=O)OCC(=O)Nc1ccc2[nH]c(=O)[nH]c2c1 (stereo unspecified) | 5
Cc1ccc(-c2cc(-c3ccc(F)cc3)c(C#N)c(N)n2)o1 | 7
Cc1cc2c(C)nc(N/N=C/c3ccc([N+](=O)[O-])cc3)nc2o1 | 10

Next section:
SMILES	HTRA1 inhibitor	GC-B act	rCAG binder	SMARCA2 act	mABHD4 FP	ASAP1 GAP inh	ARFGAP1 inhibitor	Rev-erbA mod	NPR1 activator	PG9 binder
C(=N\n1cnnc1)/c1ccc(OC2CSC2)cc1	7	-1	1	3	2	-3	7	-4	-2	-0.8
CCOC(=O)Cc1ccc(NC(=O)c2ccc([N+](=O)[O-])cc2)cc1	3	-2	0	0	-1	-6	-3	4	4	0.6
COc1ccc(C2CC(c3cccc(Br)c3)=NN2c2ccc(S(N)(=O)=O)cc2)cc1 (stereo unspecified)	-38	9	15	-5	-34	24	16	-11	13	4.1
Cc1cc(C(=O)N/N=C/c2cccc([N+](=O)[O-])c2)c(C)n1-c1ccccc1	-18	9	2	2	2	9	7	-7	6	0.3
COc1cccc(CN(C)C(=O)CSCC(=O)Nc2ccc(C)cc2)c1OC	-2	3	-7	-2	1	-10	3	2	2	-0.1
COC(CNC(=O)C(C)n1nc(C)c2ccccc21)OC (stereo unspecified)	7	2	0	0	2	1	10	-2	0	-0.6
CCOC(=O)Cn1nc(C)n(-c2ccc(Cl)cc2)c1=O	2	4	-3	-2	5	5	0	-3	-4	-1.2
Cc1nc(SC2CCOC2=O)c2c(C)c(C)sc2n1 (stereo unspecified)	-1	-3	2	1	0	8	5	2	6	-0.1
CCOC(=O)CSc1nc(-c2ccccc2)ns1	0	-12	-3	6	-5	5	-9	8	55*	2.4
O=[N+]([O-])c1cccc(-c2ccn[nH]2)c1	1	3	2	-1	0	3	2	4	-3	1.1
CC(=O)Nc1sc(N/N=C/c2ccccc2)nc1-c1ccc(C)cc1	8	2	5	1	4	-4	2	-1	5	-4.2
O=[N+]([O-])c1ccc(CSc2nnc(Cc3ccccc3)n2-c2ccc(F)cc2)cc1	-15	-7	-7	-3	-1	5	13	-3	-14	1.6
